Assay outcomes deposited in PubChem by several laboratories.
Shn3 inh set2 = reduces Shn3 3'UTR luciferase signal in osteoblasts; Clone20 osteoblast Shn3 3'UTR firefly luciferase, 24 h; AID 588674; inhibition, % at 12.5 µM; 360,000 tested, 0.52% active;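 active = mean inhibition of at least 75% with every replicate also reaching 75%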;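 note: 0% = median of neutral control wells and 100% = pilot-screen positive control compound; some compounds past the cut are filed as inactive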
Peg3 prom inh = reduces Peg3 promoter-driven luciferase expression in HeLa; HeLa PEG-Prom luciferase reporter, luminescence, overnight; inhibition, % at 20 µM; 360,000 tested, 1.7% active; AID 588405;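 active = inhibition of at least 50% at 20 µM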
EBV LMP1 NFkB = Epstein-Barr LMP1 NF-kappaB reporter inhibition; inhibition, % at 12.5 µM; 350,000 tested, 0.69% active; LMP1-induced NF-kappaB luciferase reporter cells, luminescence; AID 504558; in the data active = inhibition above about 41%;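 note: 0% = neutral control wells and 100% = reference inhibitor control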
HIF-2a inh = inhibitors of HIF-2a; 786-0 RCC cells HIF-2a reporter, luciferase luminescence, overnight; inhibition, % at 18.8 µM; 360,000 tested, 0.72% active;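 active = inhibition of the luminescence signal of 40% or more relative to plate controls, in a single-dose primary screen at 18.75 µM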
CF NFkB block = blocks PAF-induced NF-kB reporter in cystic fibrosis cells; inhibition, % at 5 µM; KKLEB NF-kB-GFP reporter, GFP fluorescence overnight; 360,000 tested, 0.86% active;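 active = at least 50% inhibition at 5 µM, scaled per plate between neutral and stimulator controls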;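 note: PAF is a Pseudomonas aeruginosa culture filtrate used as stimulus; plate controls were PAF-stimulated DMSO wells for no effect and unstimulated DMSO wells for full effect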
hiPSC survival = enhancers of human iPSC single-cell survival; hiPSC single-cell survival, ATPlite luminescence; 100% = ROCK inhibitor wells, 0% = DMSO; survival enhancement, % at 20 µM; 360,000 tested, 0.044% active; AID 602274; in the data active = survival enhancement above about 18%;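 note: cells exposed to compounds for 16 hours before the ATP read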
TRAIL sens C8 = sensitizes caspase-8 expressing cells to TRAIL | NB7+C8 cells + TRAIL, ATPlite viability luminescence | inhibition (viability loss, TRAIL sensitization), % at 10 µM | 360,000 tested, 1% active | AID 624354;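 active = compounds causing at least 50% loss of cell viability in the single-dose screen, relative to plate controls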
MITF TRPM1 inh = MITF TRPM1 promoter inhibition in SK-MEL-5 cells; SK-MEL-5 TRPM1 promoter luciferase, 24 h; inhibition, % at 12.5 µM; 330,000 tested, 0.83% active;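 active = mean inhibition across replicates of 60% or more, whatever share of single replicates reaches that level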; note: values of inactives mirror those of a sister screen read the other way
KKLEB cytotox = CF airway cell cytotoxicity counter-screen. KKLEB CF airway cells viability, ATPlite luminescence, overnight; active compounds read low; cells stimulated with P. aeruginosa culture filtrate. activity change (cytotoxicity), % at 5 µM. 360,000 tested, 0.36% active;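 active = corrected activity change at or below -50% at 5 µM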
NR2E3 ag-1 = activates human photoreceptor nuclear receptor NR2E3; GST-NR2E3/biotin-RetCOR TR-FRET, 1536-well; inhibition of corepressor binding, % at 4.78 µM; 320,000 tested, 0.12% active; AID 2300;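 active = percent inhibition above the cutoff of mean plus 3 SD of all tested compounds, set per screening campaign, cut at about 20% in these data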;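 note: 0% = DMSO wells and 100% = biotin wells as full block of FRET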
Target sequence (Q9Y5X4 whole entry, looked up): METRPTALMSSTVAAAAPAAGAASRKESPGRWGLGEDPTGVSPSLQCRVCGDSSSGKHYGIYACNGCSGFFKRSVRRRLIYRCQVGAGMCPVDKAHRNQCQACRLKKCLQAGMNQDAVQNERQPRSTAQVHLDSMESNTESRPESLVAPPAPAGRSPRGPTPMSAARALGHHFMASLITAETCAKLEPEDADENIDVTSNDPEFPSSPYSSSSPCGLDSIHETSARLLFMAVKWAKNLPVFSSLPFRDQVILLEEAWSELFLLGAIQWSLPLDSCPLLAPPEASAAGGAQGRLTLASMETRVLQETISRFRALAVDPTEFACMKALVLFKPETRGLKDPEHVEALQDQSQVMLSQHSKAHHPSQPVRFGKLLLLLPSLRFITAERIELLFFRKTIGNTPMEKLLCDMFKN
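System: GST-tagged NR2E3 plus biotinylated RetCOR corepressor; Amount: 1.35 nM GST-tagged NR2E3 final; Dosing: single nominal compound dose of 4.8 µM; Schedule: 5 h incubation at 4 °C; Technique: TR-FRET with europium anti-GST and streptavidin-D2, 340 nm excitation; Controls: biotin wells as high control, 0.6% DMSO wells as low control.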
NR2E3 ag-2 = human photoreceptor-specific nuclear receptor agonism; Q9Y5X4; CHO-S Gal4-NCOR/VP16-NR2E3 two-hybrid, luciferase; inhibition of corepressor binding, % at 3.98 µM; 360,000 tested, 0.35% active; AID 602229;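 active = inhibition above the mean of all tested compounds plus 3 SD, cut at about 70% in these data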;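 note: 0% = DMSO with NR2E3 transfected cells and 100% = cells lacking NR2E3 construct; higher means lower luciferase signal from less NR2E3 corepressor binding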
The depositor's hits bear a star; · = no result given. Not all compounds are listed (hit frequency here may not be typical).

SMILES	Shn3 inh set2	Peg3 prom inh	EBV LMP1 NFkB	HIF-2a inh	CF NFkB block	hiPSC survival	TRAIL sens C8	MITF TRPM1 inh	KKLEB cytotox	NR2E3 ag-1	NR2E3 ag-2
CN(CC(=O)Nc1ccc(F)cc1)CC(=O)N1CCCCCC1	1	5	0	3	-7	0.4	-17	9	10	0	5
O=C(CN1CCN(C(=O)c2ccco2)CC1)Nc1cc(C(F)(F)F)ccc1Cl	14	9	1	25	15	4.7	1	-4	-4	-2	-11
CCOC(=O)C(C)Sc1nc(N2CCOCC2)c2c(c1C#N)CC(C)(C)OC2 (centres undefined)	·	25	·	15	20	-0.1	7	·	-18	0	-14
CCN(C(=O)COC(=O)c1c(-c2ccccc2)noc1C)c1c(N)n(Cc2ccccc2)c(=O)[nH]c1=O	5	18	0	11	-14	-0.1	20	-3	6	0	-7
Nc1nnc(SCc2ccccc2)n1-c1ccccc1	-8	-4	4	-1	-7	-2.0	-1	1	-4	-4	2
Cc1cccc(-n2c(O)c(C=NCCCN3CCOCC3)c3ccccc3c2=O)c1	11	19	3	17	-1	-1.5	3	7	11	-2	-15
CC1(C)OC2C(O1)[C@@H](CO)O[C@H]2n1cnc2c(N)ncnc21 (some centres undefined)	12	5	3	2	9	-0.2	10	3	7	-1	-16
Cc1cc(=O)oc2cc3c(cc12)OCO3	-20	-15	3	12	-18	0.0	-9	-8	3	2	1
CCCCCCOC(=O)Nc1ccc(S(=O)(=O)Nc2cccc([N+](=O)[O-])c2)cc1	9	6	-9	6	-9	0.6	-15	-6	-5	0	-15
CC(C)(C)C(=O)N1CCN(S(=O)(=O)c2ccc3c(c2)OCCCO3)CC1	56	-7	18	-2	8	-0.1	-9	0	-25	3	11

One compound at a time (already shown):
Cc1cc(=O)oc2cc3c(cc12)OCO3 is entered as Shn3 inh set2 = -20; Peg3 prom inh = -15; EBV LMP1 NFkB = 3; HIF-2a inh = 12; CF NFkB block = -18; hiPSC survival = 0.0; TRAIL sens C8 = -9; MITF TRPM1 inh = -8; KKLEB cytotox = 3; NR2E3 ag-1 = 2; NR2E3 ag-2 = 1
CC(C)(C)C(=O)N1CCN(S(=O)(=O)c2ccc3c(c2)OCCCO3)CC1 is entered as Shn3 inh set2 = 56; Peg3 prom inh = -7; EBV LMP1 NFkB = 18; HIF-2a inh = -2; CF NFkB block = 8; hiPSC survival = -0.1; TRAIL sens C8 = -9; MITF TRPM1 inh = 0; KKLEB cytotox = -25; NR2E3 ag-1 = 3; NR2E3 ag-2 = 11
CN(CC(=O)Nc1ccc(F)cc1)CC(=O)N1CCCCCC1 is entered as Shn3 inh set2 = 1; Peg3 prom inh = 5; EBV LMP1 NFkB = 0; HIF-2a inh = 3; CF NFkB block = -7; hiPSC survival = 0.4; TRAIL sens C8 = -17; MITF TRPM1 inh = 9; KKLEB cytotox = 10; NR2E3 ag-1 = 0; NR2E3 ag-2 = 5

(further entries)
SMILES	Shn3 inh set2	Peg3 prom inh	EBV LMP1 NFkB	HIF-2a inh	CF NFkB block	hiPSC survival	TRAIL sens C8	MITF TRPM1 inh	KKLEB cytotox	NR2E3 ag-1	NR2E3 ag-2
Oc1[nH]c2ccccc2c1N=Nc1ccccc1Cl	-52	-106	-37	-148	-18	1.3	-1	-14	-9	·	-32
O=C(c1ccccc1)N1N=C(C(F)(F)F)CC1(O)c1ccccc1O (centres undefined)	-16	-29	-9	-42	9	0.0	-5	-9	-3	·	-34
COc1ccc(CCNC(=O)c2cc(-c3cc(C)c(C)cc3O)n[nH]2)cc1OC	16	-172	7	-192	14	-1.1	-1	-10	-12	-1	-2
CCCOc1ccc(Oc2ccc(S(=O)(=O)N3CCN(C)CC3)cn2)cc1	28	-4	5	-7	0	-0.1	27	12	8	0	17
OCCN=C1CCCc2c1[nH]c1ccc(Br)cc21	-7	-37	0	-25	-6	-1.3	11	34	1	-1	3
COc1ccc(Cl)cc1-n1c(=S)sc2c(=O)[nH]c(SCC(=O)NCCC(C)C)nc21	12	3	-9	13	-9	0.2	-2	-7	12	·	-10
COc1cccc(-c2nc(NC3CCCC3)c3ccccc3n2)c1O	86*	42	2	-56	-12	1.7	-15	14	6	0	-12
Cc1ccc(-c2nc(NCCCO)c3ccccc3n2)cc1	-10	11	-3	-19	-16	0.7	-3	-3	4	-3	7
COc1ccc([N+](=O)[O-])cc1NC(=O)C1(c2ccc(OC)c(OC)c2)CCOCC1	-5	9	-2	18	6	0.1	4	1	1	3	-9
COc1ccc(/C=N/Nc2nc(N3CCCC3)nc(N3CCCC3)n2)cc1O	14	-35	0	-54	-10	-0.7	5	0	-19	2	8
CCOC(=O)c1cc(C(=O)Nc2ccc(C)c(F)c2)nn1C	-27	-280	-18	-322	-8	-2.2	6	-85	3	-1	-117
CC1(C2CC2)NC(=O)N(CC(=O)Nc2cc(S(=O)(=O)N3CCCCC3)ccc2Cl)C1=O (centres undefined)	28	5	2	16	13	-0.4	-7	-6	-4	0	-13
Cc1cc(Cl)ccc1NC(=S)NCc1cccs1	12	-16	6	-9	6	-1.2	15	17	-8	-2	-14
Cn1ccnc1/C(=N\NC(=O)c1ccc(O)cc1)c1cccc([N+](=O)[O-])c1	4	-7	-4	8	0	-0.3	-17	0	-4	0	-21
CCOc1ccc(-c2cnc(NCc3cccc4ccccc34)n2CCOC)cc1	43	42	37	19	-7	-0.6	11	21	5	2	-28
COC(=O)CC1OCC=C2CN3CCC45C6=CC(=O)C(=O)C([N+](=O)[O-])=C6NC4C1C2CC35 (centres undefined)	27	9	·	7	30	1.1	2	·	-11	·	26
CC(=O)c1cccc(NC(=O)c2nc(-c3ccccc3)oc2C)c1	-2	-3	5	-9	4	-0.6	0	-4	-1	2	-10
Nc1ccc2c3c(cccc13)-c1ccccc1-2	-6	-157	-27	-148	-113	-2.8	-7	-9	6	·	-92
COC(=O)N1C(=O)[C@@](c2ccccc2)(C2CCCCC2)N1C(=O)OC	22	84*	-7	24	66*	-2.1	13	21	-24	0	-16
CCCCOC(=O)CCc1nc2ccccc2[nH]1	-14	-16	0	-22	6	0.0	-15	3	-9	3	0
CC1CCN(S(=O)(=O)c2cn(CC(=O)N3CCN(C)CC3)c(=O)c3ccccc23)CC1	-3	14	-10	12	-16	-2.3	-6	2	2	·	16
CCCNC(=O)COc1coc(CN2CCN(c3ccccc3F)CC2)cc1=O	-17	5	6	3	5	0.5	-8	2	3	-4	12
C/C(=N/N=C(\C)c1ccccc1O)c1ccccc1O	-45	-123	-34	-36	-16	-0.5	17	-14	12	-2	-22
c1ccc(CNc2ccc3ccccc3n2)nc1	-19	-110	-1	-185	-12	-1.8	19	-4	1	2	-126
Cc1ccc(C23CC4CC(CC(CC(=O)N5CCOCC5)(C4)C2)C3)cc1	8	4	2	7	12	-2.5	-8	13	-6	0	-11
CCOC(=O)C1CCN(S(=O)(=O)c2ccc(C(C)(C)C)cc2)CC1	22	18	1	8	8	-0.8	18	7	6	1	5
Cc1csc(NC(C)c2nc3cc(C(F)(F)F)ccc3n2CCOCCO)n1 (centres undefined)	-12	10	4	11	-4	-0.3	-9	-2	9	3	-19
O=C(C[n+]1ccc(C(=O)NCc2ccccc2)cc1)c1ccc(OC(F)F)cc1	-3	5	8	7	2	1.7	-11	-17	-14	0	10
Cc1cccc(-c2ocnc2C(=O)N2CCN(C(=O)c3cccs3)CC2)c1	3	3	-1	8	21	-0.3	-2	1	-1	7	-29
COc1ccc(C(=O)N(CCc2ccccc2)Cc2ccccc2)c(OC)n1	0	14	5	-6	14	-0.7	5	22	-7	1	-5

Structures listed so far shown as hits in CF NFkB block:
structure	Shn3 inh set2	Peg3 prom inh	EBV LMP1 NFkB	HIF-2a inh	CF NFkB block	MITF TRPM1 inh	NR2E3 ag-1	NR2E3 ag-2
COC(=O)N1C(=O)[C@@](c2ccccc2)(C2CCCCC2)N1C(=O)OC	22	84*	-7	24	66*	21	0	-16

(listing goes on)
SMILES	Shn3 inh set2	Peg3 prom inh	EBV LMP1 NFkB	HIF-2a inh	CF NFkB block	hiPSC survival	TRAIL sens C8	MITF TRPM1 inh	KKLEB cytotox	NR2E3 ag-1	NR2E3 ag-2
CN(c1nc2ccccc2n2c(C3CC3)nnc12)S(=O)(=O)c1ccccc1	-16	15	-7	4	1	-0.1	9	2	-2	1	7
CC(C)(Cc1ccccc1)/[N+]([O-])=C\c1ccc(C(F)(F)F)cc1	5	-31	-7	-14	-13	2.0	-8	-13	-11	-2	-19
Cc1ccc2c(c1)C1CN(C)CCC1N2S(=O)(=O)c1cccc(C(F)(F)F)c1 (centres undefined)	0	10	-4	1	5	0.3	-5	10	1	1	1
O=C(NCCN1CCNC1=O)c1ccc2sc([C@H]3C[C@H](O)[C@@H](CO)O3)nc2c1	-2	2	·	15	-9	-0.8	19	·	6	·	-9
N#Cc1nc(-c2ccc(F)cc2)oc1NCc1ccccc1	-13	-34	-10	-106	22	0.7	2	-11	-7	3	-2
COC(=O)c1ccc(-n2nc(C(F)(F)F)c3c2-c2ccoc2CC3)cc1	2	-6	9	17	21	0.0	-9	-2	4	5	-7
COc1cc(C(=O)NCC2(c3ccccc3)CCCC2)ccc1OC(C)C	10	8	0	17	-4	-0.3	-5	-5	3	1	-1
CC1CCCCC12NC(=O)N(CC(=O)OCC(=O)c1ccc(OC(F)F)cc1OC(F)F)C2=O (centres undefined)	-4	6	-7	17	29	0.7	-18	-10	-21	1	-26
COc1cc(C2NC(=O)NC(C)=C2C(=O)OCc2ccc(C)cc2)cc(OC)c1OC (centres undefined)	-3	12	5	21	0	0.5	4	10	1	2	-17
CCOC(=O)CSc1ncc(-c2ccccc2)cn1	-14	15	15	19	4	10	-6	3	3	0	14
CC1C2CC(CC1(C)C)N(C(=O)Nc1ccc3nccnc3c1)C2 (centres undefined)	-10	1	-10	4	11	0.3	5	6	-6	4	-12

Three compounds out of the list, arranged by SMILES length, lowest first.
SMILES	Shn3 inh set2	Peg3 prom inh	EBV LMP1 NFkB	HIF-2a inh	CF NFkB block	hiPSC survival	TRAIL sens C8	MITF TRPM1 inh	KKLEB cytotox	NR2E3 ag-1	NR2E3 ag-2
OCCN=C1CCCc2c1[nH]c1ccc(Br)cc21	-7	-37	0	-25	-6	-1.3	11	34	1	-1	3
Cc1ccc(C23CC4CC(CC(CC(=O)N5CCOCC5)(C4)C2)C3)cc1	8	4	2	7	12	-2.5	-8	13	-6	0	-11
COc1ccc(CCNC(=O)c2cc(-c3cc(C)c(C)cc3O)n[nH]2)cc1OC	16	-172	7	-192	14	-1.1	-1	-10	-12	-1	-2

An excerpt from above in order of their number in NR2E3 ag-1, descending.
| smiles | NR2E3 ag-1 |
| --- | --- |
| COC(=O)c1ccc(-n2nc(C(F)(F)F)c3c2-c2ccoc2CC3)cc1 | 5 |
| CC(=O)c1cccc(NC(=O)c2nc(-c3ccccc3)oc2C)c1 | 2 |
| Cn1ccnc1/C(=N\NC(=O)c1ccc(O)cc1)c1cccc([N+](=O)[O-])c1 | 0 |
| OCCN=C1CCCc2c1[nH]c1ccc(Br)cc21 | -1 |
| C/C(=N/N=C(\C)c1ccccc1O)c1ccccc1O | -2 |
